Screening data from PubChem.
KDM5B inhibitor = blocks human KDM5B histone demethylase activity; Q9UGL1; KDM5B demethylase, FDH-coupled NADH fluorescence (FDH is formaldehyde dehydrogenase); Potency, µM (doses to about 57.7 µM), inactives show at the top dose activity change, negative = inhibition, hits mostly inhibitors; 2.6% of 220,000 active; AID 1347165; active = well fitted inhibition curve with a large enough effect; inconclusive = small, poorly fitted or top-dose-only effect; inactive = no such curve, though single readings can be large or run the other way; also: 0% is about no effect; nearly all actives have a fitted effect of over 70% in size
Target sequence (Q9UGL1 whole entry, looked up): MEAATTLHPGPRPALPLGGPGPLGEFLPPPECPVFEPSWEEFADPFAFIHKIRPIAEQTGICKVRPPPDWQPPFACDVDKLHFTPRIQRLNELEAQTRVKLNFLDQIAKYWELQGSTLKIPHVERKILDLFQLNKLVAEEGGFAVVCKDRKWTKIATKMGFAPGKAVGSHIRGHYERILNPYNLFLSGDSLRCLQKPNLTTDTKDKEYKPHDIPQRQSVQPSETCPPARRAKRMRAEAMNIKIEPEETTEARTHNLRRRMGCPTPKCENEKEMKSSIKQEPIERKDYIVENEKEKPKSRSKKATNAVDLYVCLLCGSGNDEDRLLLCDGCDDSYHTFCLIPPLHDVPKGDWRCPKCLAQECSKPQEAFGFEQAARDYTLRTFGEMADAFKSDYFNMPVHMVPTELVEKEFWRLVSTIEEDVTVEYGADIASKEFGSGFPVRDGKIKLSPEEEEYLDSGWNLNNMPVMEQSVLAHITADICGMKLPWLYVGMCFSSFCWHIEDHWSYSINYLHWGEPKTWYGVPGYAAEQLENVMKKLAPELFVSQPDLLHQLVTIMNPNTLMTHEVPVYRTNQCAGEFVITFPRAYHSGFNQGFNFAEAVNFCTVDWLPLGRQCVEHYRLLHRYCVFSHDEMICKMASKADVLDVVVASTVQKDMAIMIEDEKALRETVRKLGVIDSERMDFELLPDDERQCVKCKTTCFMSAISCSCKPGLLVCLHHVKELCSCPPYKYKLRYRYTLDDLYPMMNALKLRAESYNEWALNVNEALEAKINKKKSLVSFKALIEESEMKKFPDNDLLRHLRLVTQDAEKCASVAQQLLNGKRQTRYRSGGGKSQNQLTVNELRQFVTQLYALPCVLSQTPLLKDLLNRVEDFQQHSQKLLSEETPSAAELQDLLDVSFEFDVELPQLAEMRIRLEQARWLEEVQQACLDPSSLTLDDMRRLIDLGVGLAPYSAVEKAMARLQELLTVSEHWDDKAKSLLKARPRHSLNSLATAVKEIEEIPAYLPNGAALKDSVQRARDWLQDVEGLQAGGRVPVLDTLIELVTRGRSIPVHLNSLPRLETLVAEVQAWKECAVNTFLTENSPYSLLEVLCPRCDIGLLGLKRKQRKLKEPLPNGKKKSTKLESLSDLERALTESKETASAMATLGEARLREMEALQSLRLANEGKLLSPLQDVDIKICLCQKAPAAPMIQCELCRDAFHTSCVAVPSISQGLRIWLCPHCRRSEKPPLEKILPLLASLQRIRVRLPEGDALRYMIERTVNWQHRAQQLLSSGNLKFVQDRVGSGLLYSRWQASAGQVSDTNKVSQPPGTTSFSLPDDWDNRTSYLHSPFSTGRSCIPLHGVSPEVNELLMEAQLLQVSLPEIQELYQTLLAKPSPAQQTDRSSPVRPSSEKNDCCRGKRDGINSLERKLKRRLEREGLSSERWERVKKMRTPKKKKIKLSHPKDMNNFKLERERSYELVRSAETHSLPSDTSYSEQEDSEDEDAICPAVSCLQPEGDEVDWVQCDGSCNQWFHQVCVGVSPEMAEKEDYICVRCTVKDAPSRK
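Coupled FDH/NAD⁺ fluorescence readout. KDM5BΔAP 200 nM final; compound titration, 10 min RT preincubation; substrate mix 12.5 µM H3K4me3, 25 µM 2-OG, 50 µM Fe(II), 100 µM ascorbate, 0.25 mM NAD⁺, 0.25 U/mL FDH; ΔRFU over 30 min.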
Active calls of the source: *; i = inactive; ? = inconclusive; & = joins results of further samples; [ ] = dose if it differs, or a comment. Potency is read from the fitted curve at half-maximal effect.

SMILES | KDM5B inhibitor
CCC(=O)NCc1nc2ccccc2n1Cc1ccccc1 | -0.8%
O=C(NCc1cccnc1N1CCOCC1)c1cnn(-c2ccc(F)cc2)c1-n1cccc1 | 13.7%
CN(C)Cc1nnc(C2CC(NC(=O)c3cc(-c4cccn4C)n[nH]3)C2)n1C (stereo unspecified) | -13.0%
O=C(c1ccccc1)N1CCn2c(nn(-c3ccc(F)cc3F)c2=O)C1 | -29.5%
O=C(Nc1ccccc1)N1CCCC1c1cccs1 (stereo unspecified) | 13.3%
Clc1ccc(-c2cc3c(cn2)CN(Cc2ccncc2)CCN3)cc1 | 31.6µM*
COC(=O)c1ccc(OC(=O)c2ccc3c(c2)NC(=O)CS3)c(OC)c1 | -13.6%
O=c1[nH]ccn1C1CCN(Cc2ccc(OC(F)(F)F)cc2)CC1 | -20.3%[86.2 µM]
COc1ccc(OC)c([S+](=O)([O-])c2nnn3c2nc(NCc2ccncc2)c2ccccc23)c1 | ?
COCc1nc(C2CCCN(C(=O)C3CC3)C2)no1 (stereo unspecified) | 15.6%
CCN(CC)S(=O)(=O)c1ccc2oc(C(=O)Nc3cc(C)ccc3OC)c(C)c2c1 | 7.3%
C[C@H]1[C@@H]2[C@@H](O)C([C@H](C)C(=O)NCc3cc(F)cc(F)c3)CC[C@@]2(C)CC[C@@H]1NC(=O)c1ccccn1 (stereo partly specified) | -17.1%
COCCn1c(Cc2ccccc2)n[nH]c1=S | 4.8%
Nc1cccc(OCCCc2ccccc2)c1 | 5.1%
O=c1oc2cc(O[C@@H]3OC[C@@H](O)[C@H](O)[C@H]3O)ccc2c2ccccc12 | ?
O=[S+]([O-])(Nc1cccnc1)c1ccc2c(c1)OCCN(Cc1ccncc1F)C2 | 12.9%[86.2 µM]
Cc1ccc(OCC(=O)Nc2ccc3nc(SCC(=O)N4CCc5ccccc54)sc3c2)cc1 | -0.8%
COc1ccccc1OCCn1cc(C(=O)C2CC2)c2ccccc21 | -3.3%
Cc1ccc2c(COC(=O)COc3ccc(Br)cc3)cc(=O)oc2c1C | 10.7%
COc1ccc(-n2ncc(C(=O)NCCCN3CCCCC3)c2C2CCN(C(=O)OC(C)(C)C)CC2)cc1 | 6.8%
O=C(O)c1ccc(CN2CC[C@@H](c3ccc4c(c3)OCO4)[C@H](O)C2)cc1 | -4.7%
CC(=O)Nc1ccc(Nc2cc(C(C)C)nc3c(-c4ccccc4)cnn23)cc1 | ?
CCCCCCCCCCS(=O)CCCl (stereo unspecified) | 1.8%
COc1ccc(Cl)cc1C(=O)N1C[C@@H](CN2CCCCCC2)[C@@H](CO)C1 | -29.1%
CC1(C)CC(=O)C(C2=NC3(CCCCCC3)Cc3ccccc32)=C(O)C1 | 10.1%
CONC(=O)CCN1C(=O)CSc2ccccc21 | 26.1%
CC(Oc1ccc(Cl)cc1Cl)C(=O)NC(c1ccccc1)c1ccccc1 (stereo unspecified) | -7.8%
O=C(Nc1cccc(C(F)(F)F)c1)N1C[C@@H](F)[C@@H](OCc2nc3ccccc3[nH]2)C1 | 19.9%[86.2 µM]
CCc1ccccc1NC(=O)c1nnn(Cc2ccc(Cl)cc2)c1N | 7.5%[11.5 µM]
CCOC(=O)c1cnc2c(OC)cccc2c1Nc1cc(C(=O)O)ccc1C | -2.0%
O=C(CSc1n[nH]c(=O)[nH]c1=O)Nc1ccccc1C(=O)c1ccccc1 | 10.1%
O=C(c1ccoc1)N1CC(F)(F)C[C@H]1c1nc(-c2ncccn2)no1 | 1.8%
Cc1nccn1CCCN1CCC2(CC1)C(C(=O)O)CC(=O)N2C (stereo unspecified) | -24.0%
O=C(O)C(C(=O)O)=C1C2CC3CC(C2)CC1C3 | -22.3%
Cc1nnc(NC(=O)c2csc(NCCC(C)C)n2)s1 | -29.5%
Cc1ccc(N2CCC(NC(=O)c3ccc(N(C)C)cc3)C2=O)cc1C (stereo unspecified) | -5.7%
COc1ccccc1CNC(=O)c1ccc2c(c1)N(Cc1c(F)cccc1Cl)C(=O)CS2 | ?
O=C1c2cnc(-c3cncnc3)nc2OCCN1c1cccc(C(F)(F)F)c1 | 13.3%[86.2 µM]
CCCOc1ccc(C(=O)N(Cc2cccs2)C2CCS(=O)(=O)C2)cc1 (stereo unspecified) | -19.2%&-18.6%
O=C(NCc1ccc(Cl)cc1)c1ccc2c(c1)NC(=O)C(CS(=O)(=O)Cc1ccc(F)cc1Cl)N2 (stereo unspecified) | ?
Cc1ccccc1CNC(=O)C1c2ccccc2CC(=O)N1C(C)C (stereo unspecified) | -29.1%
COc1ccc(Cn2ccn3nc4c(c3c2=O)CCCC4)cc1F | 4.0%
Cc1ccc(C(=O)C(=O)O)cc1 | 18.0%
Cc1nc(Cc2nn3c(-c4ccc(Cl)cc4F)nnc3s2)cs1 | 6.7%
O=C1CCC(C(=O)N2CCc3c(n(CCOc4ccccc4)n(-c4ccccc4)c3=O)C2)N1 (stereo unspecified) | -16.9%
CCc1n[nH]c(CC2CCN(C(=O)C3CCC3)CC2)n1 | -2.6%
CC1(C)CCC(NC(=O)C2CCC2)c2ccccc21 (stereo unspecified) | 12.2%
Cc1c(C#N)c(N)nc2c3c(sc12)NC(=O)CC3c1ccc(F)cc1 (stereo unspecified) | 71.5%[activator]
CCOC(=O)c1ccccc1NC(=O)N1CCc2c(sc(C)c2CC)C1c1ccccc1 (stereo unspecified) | ?
CN(C(=O)C(C)(C)C)C1CCCc2ccccc21 (stereo unspecified) | ?

The list continues.
SMILES | KDM5B inhibitor
CC(NC(=O)NCc1ccn[nH]1)c1ccc2c(c1)OCCCO2 (stereo unspecified) | -7.8%
CC(NC(=O)/C(=C\c1ccc(Br)cc1)NC(=O)c1ccc(Br)o1)C(=O)O (stereo unspecified) | 3.4%
COC(=O)c1ccc(CSc2nc3c([nH]c4ccccc43)c(=O)n2-c2ccc(F)cc2)o1 | -4.9%
Clc1ccc(-c2nnc(-c3cccc4ccccc34)o2)cc1Cl | ?
Cc1ccc(C)c(C(=O)N2CCC3(CC2)NC(=O)N(c2ccc(F)cc2)N3)c1 | -2.6%
COc1ccc(S(=O)(=O)NCCc2cc3ccc(C)c(C)c3[nH]c2=O)cc1 | ?
COc1ccc(CCC(=O)NCC23CC4CC(CC(C4)C2)C3)cc1 | -13.6%
Cc1cn2nc(-c3nc(C4CCCN(C(=O)c5cccc(Cl)c5)C4)no3)cc2c(=O)[nH]1 (stereo unspecified) | i
N#Cc1ccc(CSc2ccccc2C(=O)NCCc2ccc3c(c2)OCCO3)cc1 | 6.3%
COc1ccc(NC(=O)N2CCc3c(C(=O)Nc4ccc5c(c4)OCO5)cccc32)cc1 | 22.4µM*
O=C(NCCC1=CCCCC1)c1nnn2cc(-c3ccccc3)[nH]c(=O)c12 | ?
N#Cc1ccc(C(=O)NCCc2ccccn2)cc1 | -5.4%
c1ccc(OCCn2c(COc3ccccc3)nc3ccccc32)cc1 | -19.6%
CCc1cc(C(=O)Nc2c(C)nn(Cc3ccc(C)cc3)c2C)no1 | -17.6%
CSc1cccc(NC(=O)Nc2ccccc2OCc2cc(=O)n3cc(C)ccc3n2)c1 | 26.0%
COc1cccc(N2CCN(S(=O)(=O)c3cc(Br)cc4c3N(C(=O)C3CC3)CC4)CC2)c1 | -0.6%
COC(=O)C1=C(c2ccccc2)c2ccccc2S(=O)(=O)N1CC(=O)Nc1cccc(C(C)=O)c1 | ?
CCOC(=O)CSc1ncn(-c2nc(NC)nc(N(C)C)n2)n1 | -11.7%
COc1ccccc1NC(=O)N1CCC(N(C(=O)C2CC2)C2CCOCC2)CC1 | -6.6%
c1cc(CNCC2CCCO2)c2cc[nH]c2c1 (stereo unspecified) | ?
Cc1ccc(CCNC(=O)CCc2cn(Cc3ccccc3C)c3ccccc23)cc1 | ?
Cc1c(Cl)cccc1NC(=O)CCN1CCN(Cc2cccc3ccccc23)CC1 | -17.9%
CCc1nonc1NC(=O)c1oc2ccc(Cl)cc2c1C | ?
COc1ccc(OCC(=O)NCCS(=O)(=O)N2CCN(c3cccc(Cl)c3)CC2)cc1 | -3.3%
N#Cc1ccc(CN2C[C@@H]3C(=O)N(CCN4CCc5ccccc5C4)C(=O)[C@@H]3C2)cc1 | 25.1µM*

3 compounds out of the list above, sorted by the value under KDM5B inhibitor, largest number first:
SMILES | KDM5B inhibitor
COc1ccc(OCC(=O)NCCS(=O)(=O)N2CCN(c3cccc(Cl)c3)CC2)cc1 | -3.3%
CC(NC(=O)NCc1ccn[nH]1)c1ccc2c(c1)OCCCO2 (stereo unspecified) | -7.8%
CCc1cc(C(=O)Nc2c(C)nn(Cc3ccc(C)cc3)c2C)no1 | -17.6%

Later entries
SMILES | KDM5B inhibitor
C=CCNC(=O)N1CC[C@H]2CC(=O)N(CCNC(C)=O)CC[C@H]2C1 | 6.3%[86.2 µM]
Cc1cccc(Oc2ccc(S(=O)(=O)N3CCCCC3)cc2NC(=O)c2ccncc2)c1 | 1.6%
O=C(CSc1nccn1-c1ccccc1)c1cc(F)ccc1F | 1.0%
CS(=O)(=O)N1CCC(OC2CCN(C(=O)Nc3ccccc3Cl)CC2)CC1 | 26.0%
Cn1ccc2c(C(=O)NCc3cccnc3)nc(-c3ccccc3C#N)cc21 | 12.6µM*
COc1ccccc1-c1noc(-c2ccc(NC(C)C)c([N+](=O)[O-])c2)n1 | -12.9%
Cc1cc2oc(=O)cc(CSc3nnnn3C3CC3)c2cc1C | 10.9%
Cc1cccc(C(=O)N/C(=C/c2ccco2)C(=O)O)c1 | ?
COC(=O)/C(=C/c1cccc([N+](=O)[O-])c1)C(C)=O | ?
COc1ccc(-c2cc(C[C@H]3CNCC[C@H]3CC(=O)N3CCN(c4ccccc4)CC3)no2)cc1 | 32.3%
COc1ccc(Nc2cc(C)c3cc(NC(=O)c4cc(OC)cc(OC)c4)ccc3n2)cc1 | ?
CCN(CC)C1c2cccc3cccc(c23)C1NS(=O)(=O)c1ccccc1 (stereo unspecified) | -13.1%
CCN(Cc1ccc(Br)s1)C(=O)Cn1nnc(-c2ccc(Cl)cc2)n1 | -22.5%
Cc1ccc(CN(C(=O)c2cc(=O)c3cc(Cl)c(C)cc3o2)c2ccccn2)o1 | ?
CCCCN1C(=O)[C@@H]2C[C@@H](O)CN2C2(CN(C3CCCC3)C2)C1=O | 19.9%[86.2 µM]
CN(CC1CCOCC1)S(=O)(=O)c1ccc2c(c1)CCCC2 | -12.5%
CC1CCN(S(=O)(=O)c2ccc(NC(=O)c3cc(=O)c4ccccc4o3)cc2)CC1 | 7.8%
CC(C)(C)C(=O)Nc1ccc2oc(-c3cncc(Br)c3)nc2c1 | -21.6%
COc1ccc(C(=O)Nc2nnc(SCc3cc(=O)n4cccc(C)c4n3)s2)cc1 | -21.7%
O=C(CCc1ncc(-c2ccccc2)o1)Nc1ccccc1Cl | 0.8%
O=C(CSc1nnc(CNC(=O)c2cccc(F)c2)n1-c1ccccc1)Nc1ccccc1F | 5.2%
CCOc1ccc(-n2c(=O)c3c(C)c(C)sc3n(CC(=O)NCCc3ccccc3)c2=O)cc1 | -0.8%
CCNc1nc(SCC(N)=O)nc2sc3c(c12)CCN(C)C3 | ?
COc1cc2c(=O)n(CCC(=O)NCC3CCCO3)c(=O)n(CC(=O)Nc3ccc(C)cc3C)c2cc1OC (stereo unspecified) | 6.1%
Cc1cc(C)cc(N2CCC(NC(=O)c3ccc(Br)o3)C2=O)c1 (stereo unspecified) | 15.4%
CCc1ccc(N2CC(c3noc(-c4ccc(OC)c(F)c4)n3)CC2=O)cc1 (stereo unspecified) | 31.6µM*
O=C(c1c(F)cccc1F)N1CCC2(CC1)N=C(c1ccc(Cl)cc1)NO2 | ?
COc1cccc([S+](=O)([O-])N2CCC3(C2)N=C(c2cccnc2)C(=O)N3)c1 (stereo unspecified) | 28.2µM*
O=C(CN(C(=O)c1csnn1)c1cccc2ccccc12)NCc1ccc(F)cc1 | 3.0%
CCN(CC)c1nc(SC)nc(-c2ccc(Cl)cc2)c1C#N | 2.7%
COc1ccc2c(c1)[nH]c1c(=O)n(Cc3ccncc3)cnc12 | 17.0%
O=C(NC1CC1)C1CN(c2ccc(F)cc2)C(=O)N1 (stereo unspecified) | 13.8%[86.2 µM]
CC(=O)NCCCNC(=O)NC1CCC(C)CC1 (stereo unspecified) | 22.9%
CCC(C)CNc1ncnc2c1CN(C1CCCNCC1)C(=O)CN2C (stereo unspecified) | ?
CNC(=O)[C@H]1C[C@H](Oc2cccnc2)CN1S(=O)(=O)Cc1ccccc1F | 20.5%
Cc1ccc(Cn2cc(CCC(=O)NCc3ccc(OC(C)C)cc3)c3ccccc32)cc1 | -14.8%
Cc1c(C(=O)NCc2ccccc2)oc2ccc(S(=O)(=O)N3CCC(C)CC3)cc12 | 3.9%
CCC(CC)NC(=O)CCc1nc(C2CCCN2C(=O)NC(C)C)no1 (stereo unspecified) | 9.9%

Reprinted from the entries so far (4 entries):
SMILES | KDM5B inhibitor
CNC(=O)[C@H]1C[C@H](Oc2cccnc2)CN1S(=O)(=O)Cc1ccccc1F | 20.5%
Cc1ccc(Cn2cc(CCC(=O)NCc3ccc(OC(C)C)cc3)c3ccccc32)cc1 | -14.8%
Cc1c(C(=O)NCc2ccccc2)oc2ccc(S(=O)(=O)N3CCC(C)CC3)cc12 | 3.9%
CCC(CC)NC(=O)CCc1nc(C2CCCN2C(=O)NC(C)C)no1 (stereo unspecified) | 9.9%

Only part of the results is shown, so the mix of outcomes need not match the whole.
